Assay outcomes as filed in PubChem BioAssay.
PRC2 inh = EZH2 (human) methyltransferase inhibition; Q15910; PRC2 H3K27 methylation, DELFIA TRF, 1 h; inhibition, % at 12.5 µM; 57,000 tested, 0.35% active; AID 651548;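 active = mean inhibition of replicates at least 50% and every single replicate also reaching 50%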;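 also: dimethyl H3K27 on biotinylated H3 21-44 peptide detected by antibody; plate controls were median neutral control wells for no effect and median positive control wells for full effect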
IDH1 R132H inh = IDH1 R132H (human) inhibition. IDH1 R132H reductase, diaphorase/resazurin fluorescence, 60 min. inhibition, % at 10 µM. 70,000 tested, 0.18% active; in the data active = inhibition above about 34%;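 also: 0% = DMSO and 100% = no enzyme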
Target sequence (O75874 whole entry R132H): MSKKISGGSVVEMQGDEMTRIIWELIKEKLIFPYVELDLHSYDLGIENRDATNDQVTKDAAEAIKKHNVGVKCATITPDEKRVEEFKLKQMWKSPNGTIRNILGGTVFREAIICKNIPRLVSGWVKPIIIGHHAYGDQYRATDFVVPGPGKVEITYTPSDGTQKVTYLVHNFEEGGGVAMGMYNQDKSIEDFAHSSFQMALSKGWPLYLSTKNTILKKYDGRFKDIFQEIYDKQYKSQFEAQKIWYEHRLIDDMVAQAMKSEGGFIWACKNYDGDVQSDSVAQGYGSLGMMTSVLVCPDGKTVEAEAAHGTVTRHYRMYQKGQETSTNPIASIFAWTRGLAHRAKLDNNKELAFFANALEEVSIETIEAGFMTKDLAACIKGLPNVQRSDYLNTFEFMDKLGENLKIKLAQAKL
* hit, by the source's call; nt = not tested or not shown. This is a subset; rates above refer to the full screens.

item	SMILES	PRC2 inh	IDH1 R132H inh
1	CC(C)C#Cc1cnc2c(c1)C(=O)N([C@@H](C)CO)C[C@@H](C)[C@@H](CN(C)C(=O)c1ccccn1)O2	5	-0.1
2	Cc1c(NC(=O)CS(=O)(=O)c2ccccc2)c(=O)n(-c2ccccc2)n1C	1	0.3
3	Cc1noc(C)c1NC(=O)Nc1cccc2c1O[C@H](CN(C)C(=O)Nc1ccccc1)[C@H](C)CN([C@H](C)CO)C2=O	nt	-1.6
4	C[C@@H]1CN([C@@H](C)CO)C(=O)c2cc(NS(=O)(=O)c3cccs3)ccc2O[C@@H](C)CCCCO[C@@H]1CN(C)C(=O)Nc1ccc(F)cc1	nt	-4.0
5	CCCC(=O)Nc1ccc2c(c1)OC[C@H](C)N(Cc1ccccc1F)C[C@@H](C)[C@H](OC)CN(C)C2=O	-11	0.0
6	COc1ccc(NC(=O)N(C)C[C@H]2OCCCC[C@@H](C)Oc3ccc(NC(=O)Nc4ccc(F)cc4)cc3C(=O)N([C@@H](C)CO)C[C@H]2C)cc1	nt	7.8
7	CO[C@@H](CN(C)C(=O)c1cnccn1)[C@@H](C)CN([C@@H](C)CO)S(=O)(=O)c1ccc(F)cc1	1	-0.1
8	COc1ccc(S(=O)(=O)Nc2ccc3c(c2)CC(=O)N([C@H](C)CO)C[C@H](C)[C@@H](CN(C)S(=O)(=O)c2ccc(OC)cc2)O3)cc1	nt	-3.1
9	COCC(=O)N(C)C[C@@H]1Oc2cc(C#CCN(C)C)ccc2S(=O)(=O)N([C@H](C)CO)C[C@H]1C	-4	2.4
10	O=C(Nc1ccc2c(c1)[C@H]1C[C@H](CC(=O)N3CCCCC3)O[C@H](CO)[C@H]1O2)C1CCC1	-9	0.5
11	CCCNC(=O)N[C@@H]1C=C[C@@H](CC(=O)NC2CCC2)O[C@@H]1CO	-4	-0.1
12	C[C@@H]1CN([C@H](C)CO)C(=O)Cc2cc(NC(=O)Cc3cn(C)c4ccccc34)ccc2O[C@H]1CN(C)S(=O)(=O)c1cccs1	nt	-11
13	CCCN1C[C@H](C)[C@@H](OC)CN(C)C(=O)c2cc(NC(=O)C3CC3)ccc2OC[C@H]1C	4	-0.1
14	CC(C)NC(=O)N(C)C[C@@H]1OCCCC[C@@H](C)Oc2ccc(NC(=O)Nc3cccc4ccccc34)cc2C(=O)N([C@@H](C)CO)C[C@@H]1C	nt	-3.1
15	Cc1noc2ncnc(SCc3ccc(Cl)cc3)c12	-15	0.5
16	COCCOC(=O)N1C(=O)[C@@]2(c3cc(C#Cc4ccc(OC)cc4)ccc31)[C@H](C(=O)NC[C@H](O)c1ccccc1)[C@H]1C(=O)O[C@H](c3ccccc3)[C@H](c3ccccc3)N1[C@@H]2c1ccc(OCCO)cc1	0	nt
17	COCC(=O)N(C)C[C@@H]1Oc2ncc(C#Cc3cccnc3)cc2C(=O)N([C@@H](C)CO)C[C@H]1C	11	11
18	O=C(C[C@@H]1CC[C@H](NC(=O)c2ccc3c(c2)OCO3)[C@H](CO)O1)NC1Cc2ccccc2C1	7	-0.1
19	C[C@H](CO)N1C[C@H](C)[C@H](CN(C)C(=O)Nc2ccc(F)cc2)Oc2ncc(-c3ccc(C#N)cc3)cc2C1=O	nt	0.3
20	C[C@H]1CN([C@@H](C)CO)C(=O)c2cc(NS(=O)(=O)c3ccccc3)ccc2O[C@@H]1CN(C)C(=O)Nc1ccc(F)cc1	5	nt
21	O=C(C[C@H]1C[C@H]2c3cc(NC(=O)Nc4ccc(C(F)(F)F)cc4)ccc3O[C@H]2[C@@H](CO)O1)NCCc1ccccc1	-10	0.3
22	Nc1nnc(SCC(=O)Nc2cc(Cl)cc(Cl)c2)s1	-3	-0.1
23	C[C@H](CO)N1C[C@H](C)[C@@H](CN(C)S(=O)(=O)c2cccs2)Oc2ccc(NC(=O)C3CC3)cc2C1=O	nt	-2.7
24	CCCC(=O)Nc1ccc2c(c1)OC[C@@H](C)N(CCC(F)(F)F)C[C@@H](C)[C@@H](OC)CN(C)C2=O	8	0.4
25	C[C@@H]1CCCCO[C@H](CN(C)Cc2ccc3c(c2)OCO3)[C@H](C)CN([C@H](C)CO)C(=O)c2cc(NS(=O)(=O)c3ccccc3)ccc2O1	nt	-1.1
26	C[C@@H]1CN([C@H](C)CO)C(=O)c2cc(NC(=O)NC3CCCCC3)ccc2O[C@@H]1CN(C)Cc1ccc(C(=O)O)cc1	nt	0.0
27	CC(C)NC(=O)Nc1ccc2c(c1)C(=O)N([C@@H](C)CO)C[C@@H](C)[C@H](CN(C)Cc1ccncc1)OCCCC[C@H](C)O2	-2	4.5
28	CC(C)c1cn(CC[C@H]2CC[C@@H](NS(=O)(=O)c3ccccc3)[C@H](CO)O2)nn1	1	-0.5
29	C[C@H](CO)N1C[C@H](C)[C@@H](CN(C)C(=O)NC2CCCCC2)Oc2ccc(NC(=O)NC3CCCCC3)cc2CC1=O	nt	1.0
30	COc1ccc(S(=O)(=O)N(C)C[C@@H]2Oc3cc(Br)ccc3S(=O)(=O)N([C@H](C)CO)C[C@@H]2C)cc1	1	nt
31	COCC(=O)N[C@H]1CC[C@H](CC(=O)NCc2ccccc2OC)O[C@H]1CO	5	0.2
32	CCS(=O)(=O)Nc1ccc2c(c1)C(=O)N(C)C[C@H](OC)[C@@H](C)CN(C)[C@@H](C)CO2	-2	0.2
33	C[C@H](CO)N1C[C@H](C)[C@@H](CN(C)S(=O)(=O)c2ccccc2)OCCCC[C@H](C)Oc2ccc(NC(=O)NC3CCCCC3)cc2C1=O	nt	0.3
34	CO[C@@H]1CN(C)C(=O)c2ccc(NS(=O)(=O)c3ccc(-c4ccccc4)cc3)cc2OC[C@H](C)NC[C@H]1C	-15	0.0
35	CO[C@@H]1CN(C)C(=O)c2cc(NC(C)=O)ccc2OC[C@@H](C)N(C(=O)c2ccccc2F)C[C@H]1C	-6	-0.1
36	Cc1ccc(S(=O)(=O)N[C@H]2C=C[C@@H](CC(=O)O)O[C@@H]2CO)cc1	3	0.2
37	C[C@@H]1CCCCO[C@H](CN(C)C)[C@H](C)CN([C@H](C)CO)C(=O)c2cc(NC(=O)NC3CCCCC3)ccc2O1	7	-0.2
38	C[C@@H]1CCCCO[C@@H](CN(C)C(=O)CCCN(C)C)[C@@H](C)CN([C@@H](C)CO)C(=O)c2cc(NC(=O)C3CCCCC3)ccc2O1	nt	-0.7
39	Cc1ccc(-c2cnc3c(c2)C(=O)N([C@H](C)CO)C[C@H](C)[C@@H](CN(C)C(=O)Cc2ccncc2)O3)cc1	-14	20
40	CC(C)NC(=O)N(C)C[C@@H]1Oc2c(NC(=O)c3ccncc3)cccc2C(=O)N([C@@H](C)CO)C[C@@H]1C	nt	0.0

Rewritten with two lines to a compound: part of the list above.
Results follow in this order: PRC2 inh, IDH1 R132H inh
36. Cc1ccc(S(=O)(=O)N[C@H]2C=C[C@@H](CC(=O)O)O[C@@H]2CO)cc1
    3, 0.2
34. CO[C@@H]1CN(C)C(=O)c2ccc(NS(=O)(=O)c3ccc(-c4ccccc4)cc3)cc2OC[C@H](C)NC[C@H]1C
    -15, 0.0

Next part:
item	SMILES	PRC2 inh	IDH1 R132H inh
41	O=C(CSc1nnc(-c2cccs2)n1-c1ccccc1)c1ccc(Br)cc1	27	0.2
42	Cc1ccc(NC(=O)CCn2cnc3ccccc3c2=O)cc1C	-13	0.5
43	CCCN1C[C@H](C)[C@@H](OC)CN(C)C(=O)c2cc(NC(=O)c3cnccn3)ccc2OC[C@@H]1C	-4	0.2
44	COc1cccc(C(=O)Nc2ccc3c(c2)C(=O)N(C)C[C@@H](OC)[C@H](C)CN[C@@H](C)CO3)c1	-8	-0.1
45	O=C(C[C@@H]1C[C@H]2c3cc(NS(=O)(=O)c4ccccc4)ccc3O[C@H]2[C@H](CO)O1)NCC(F)(F)F	8	-0.1
46	COC(=O)C[C@@H]1C[C@@H]2c3cc(NC(=O)NC4CCCC4)ccc3O[C@@H]2[C@H](CO)O1	2	-0.2
47	CCCNC(=O)C[C@H]1C[C@@H]2c3cc(NC(=O)Nc4ccccc4)ccc3O[C@@H]2[C@@H](CO)O1	-1	1.8
48	C[C@@H]1CCCCO[C@H](CN(C)Cc2ccccc2)[C@@H](C)CN([C@@H](C)CO)C(=O)c2cc(NC(=O)Nc3ccc4c(c3)OCO4)ccc2O1	nt	1.1
49	CCCCC/C=C\C/C=C\C/C=C\CCCCC(=O)O	-1	0.0
50	CN(C)C(=O)C[C@H]1C=C[C@@H](NC(=O)C2CC2)[C@H](CO)O1	2	0.2
51	C[C@H](CO)N1C[C@H](C)[C@@H](CN(C)S(C)(=O)=O)Oc2ccc(NC(=O)Nc3cccc4ccccc34)cc2CC1=O	-13	nt
52	C[C@@H]1CN([C@H](C)CO)C(=O)c2cc(NC(=O)CCN3CCOCC3)ccc2O[C@@H]1CN(C)Cc1ccccc1	0	-0.7
53	OC(CN1CCN(C/C=C/c2ccccc2)CC1)Cn1c2ccccc2c2ccccc21 (stereo not given)	-23	0.6
54	C[C@@H]1CCCCO[C@H](CN(C)C(=O)CCC(F)(F)F)[C@@H](C)CN([C@H](C)CO)C(=O)c2cc(NC(=O)Nc3ccc4c(c3)OCO4)ccc2O1	nt	0.7
55	Cc1ccc(S(=O)(=O)N(C)CC(=O)Nc2c(F)cccc2F)cc1	nt	-0.1
56	O=C(C[C@H]1CC[C@H](NC(=O)c2cccc(F)c2)[C@@H](CO)O1)NCCN1CCCC1	9	0.2
57	OC(CCN1CCCCC1)(c1ccccc1)C1C[C@@H]2C=C[C@H]1C2 (stereo not given in full)	nt	0.0
58	Cc1cccc(-n2c(C)nnc2SCC(=O)Nc2ccc(Br)cc2Cl)c1	11	-0.4
59	COc1ccc2cc1/C=C\NC(=O)C(Cc1ccccc1)NC(=O)C1C(CCN1C(=O)C(NC(=O)C(C)N(C)C)C(C)C)O2 (stereo not given)	nt	0.2
60	Cc1cccc(-n2nc([N+](=O)[O-])c(=NCc3cccnc3)n2O)c1	nt	0.0
61	Nc1cc(=O)[nH]c(S/C=C/c2ccccc2)n1	6	0.1
62	CC(C)CC#Cc1ccc2c(c1)O[C@H](CN(C)C(=O)C1CC1)[C@H](C)CN([C@@H](C)CO)S2(=O)=O	-3	nt
63	O=C(C[C@@H]1C[C@H]2c3cc(NS(=O)(=O)c4ccc(F)cc4)ccc3O[C@H]2[C@@H](CO)O1)N1CCOCC1	11	-0.1
64	COC(=O)CCCCCCC(=O)N/N=C/c1ccc(Br)s1	16	-0.9

Record cards, as listed above. Screens in order: PRC2 inh	IDH1 R132H inh
Record of Cc1cccc(-n2nc([N+](=O)[O-])c(=NCc3cccnc3)n2O)c1 : nt	0.0
Record of COc1ccc2cc1/C=C\NC(=O)C(Cc1ccccc1)NC(=O)C1C(CCN1C(=O)C(NC(=O)C(C)N(C)C)C(C)C)O2 (stereo not given) : nt	0.2
Record of Cc1cccc(-n2c(C)nnc2SCC(=O)Nc2ccc(Br)cc2Cl)c1 : 11	-0.4
Record of CC(C)CC#Cc1ccc2c(c1)O[C@H](CN(C)C(=O)C1CC1)[C@H](C)CN([C@@H](C)CO)S2(=O)=O : -3	nt
Record of COC(=O)CCCCCCC(=O)N/N=C/c1ccc(Br)s1 : 16	-0.9

Next part.
item	SMILES	PRC2 inh	IDH1 R132H inh
65	COc1cc(CCO)ccc1O[C@@H]1O[C@H](CO)[C@@H](O)[C@H](O)[C@H]1O	nt	-0.8
66	C[C@H]1CCCCO[C@H](CN(C)C(=O)Cc2ccccc2)[C@@H](C)CN([C@@H](C)CO)C(=O)c2cc(N(C)C)ccc2O1	12	-1.5
67	O=S(=O)(N[C@@H]1CC[C@@H](CCn2cc(-c3cccc(F)c3)nn2)O[C@@H]1CO)c1ccc(Cl)cc1	3	-0.1
68	CCCn1c(=O)c(C#N)cn(C2CC2)c1=O	-9	-0.3
69	COc1ccc(NC(=O)N(C)C[C@@H]2Oc3ccc(NC(=O)Cc4cn(C)c5ccccc45)cc3CC(=O)N([C@H](C)CO)C[C@H]2C)cc1	nt	-22
70	O=C(N[C@H]1CC[C@@H](CC(=O)N2CCC(Cc3ccccc3)CC2)O[C@H]1CO)c1cnccn1	-1	0.0
71	CC(C)CC(C(=O)Nc1cccc([N+](=O)[O-])c1)N1C(=O)c2ccccc2C1=O (stereo not given)	-5	-0.5
72	CCN1C(=O)c2cccc3c(S(=O)(=O)N4CCCC4C(=O)O)ccc1c23 (stereo not given)	-8	0.0
73	CC(C)NC(=O)N(C)C[C@H]1Oc2ncc(C#Cc3ccc(F)cc3)cc2C(=O)N([C@H](C)CO)C[C@H]1C	-23	-0.1
74	COCC#Cc1ccc2c(c1)O[C@@H](CN(C)C(=O)C1CCC1)[C@@H](C)CN([C@@H](C)CO)S2(=O)=O	2	0.1
75	COc1ccccc1CNC(=O)C[C@@H]1CC[C@@H](NC(C)=O)[C@@H](CO)O1	9	0.3
76	COc1ccc(-c2cnc3c(c2)C(=O)N([C@H](C)CO)C[C@H](C)[C@H](CN(C)C(=O)C2CCC2)O3)cc1	-3	0.0
77	O=C(CSc1nnc(-c2ccc(Br)cc2)o1)Nc1ccc(Cl)cc1Cl	9	-0.1
78	COc1ccc(NC(=O)CN(c2ccc(Br)c(C)c2)S(C)(=O)=O)cc1Cl	1	-0.6
79	COCCCNC(=O)[C@@]1(C)c2ccccc2C(=O)N(Cc2cc(F)cc(C(F)(F)F)c2)[C@H]1c1ccc(CO)cc1	-3	nt
80	CCNS(=O)(=O)c1cc(-c2nnc(Nc3ccc(NC(C)=O)cc3)c3ccccc23)ccc1C	nt	-0.3
81	O=C(C[C@@H]1CC[C@H](NC(=O)Nc2ccc3c(c2)OCO3)[C@H](CO)O1)NCc1ccccc1	-1	-0.1
82	Cc1cccc(C)c1NC(=O)CN(c1ccc(Cl)c(C(F)(F)F)c1)S(C)(=O)=O	14	0.0
83	CC(NC(=O)CSc1nnc2c3ccccc3n(C)c2n1)c1ccccc1 (stereo not given)	-3	0.5
